PLCg1 inh = blocks human PLC-gamma1 enzyme activity; purified PLC-gamma1, fluorogenic substrate, fluorescence; inhibition, % at 12.2 µM; hit rate 0.84% among 370,000; AID 720700; in the data active = inhibition above about 9.5%
proKLK7 act = activators of human kallikrein-7 zymogen | purified proKLK7, EDANS-DABCYL substrate fluorescence; 100% is mature enzyme control, 0% vehicle | activation, % at 7 µM | AID 652039 | hit rate 0.9% among 370,000;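 active = activation above the mean of all tested compounds plus 3 SD, computed per campaign excluding outliers beyond control limits, cut at about 13% in these data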
ARFGAP1 inhibitor = inhibitors of rat ARFGAP1; Q62848; Arfgap1-stimulated ARF1 GTP hydrolysis, GDP FP detection; inhibition, % at 16.5 µM; hit rate 0.26% among 360,000; AID 651572;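 active = inhibition above a per-plate limit, mean inhibition of low control wells plus 3 SD, cut at about 25% in these data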;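 note: 0% = DMSO wells with enzyme and 100% = wells lacking Arfgap1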
Target sequence (Q62848 1-136 limits assumed): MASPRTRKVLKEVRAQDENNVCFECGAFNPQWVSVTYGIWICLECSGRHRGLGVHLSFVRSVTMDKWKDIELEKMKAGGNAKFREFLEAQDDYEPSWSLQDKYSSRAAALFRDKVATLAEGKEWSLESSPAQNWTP
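Material – truncated rat Arfgap1 GAP domain · Buffer or medium – HEPES-based buffer, pH 7.5 · Reagent – human ARF1(Δ1-17)-GTP substrate · Dosing – 16.5 µM single point, 1.26% DMSO · Schedule – GTP hydrolysis reaction 2 h at 25 °C · Technique – GDP detection by fluorescence polarization · Benchmarks – No-Arfgap1 wells (100%) versus DMSO full-reaction wells (0%) · Repeats – single replicate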
ADAM17 inh = ADAM17 inhibition, QFRET primary screen; hit rate 0.83% among 370,000; recombinant ADAM17, EDANS/DABCYL FRET peptide cleavage; P78536; AID 720648; inhibition, % at 6.95 µM;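 active = inhibition above the mean of compounds lying between control limits plus 3 SD, set per campaign, cut at about 8.5% in these data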;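 note: 0% = DMSO-only wells as the low control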
LEDGF integ inh = blocks HIV-1 LEDGF/p75-dependent DNA integration; TR-FRET IN-LEDGF/p75 DNA integration, Eu/Cy5; inhibition, % at 3.7 µM; hit rate 0.64% among 370,000; AID 743269;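 active = inhibition above the screen-wide mean plus 3 SD, cut at about 13% in these data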;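 note: signal is the Cy5 over europium emission ratio at 671 and 618 nm; 0% = plate median of compound wells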
ASAP1 GAP inh = blocks human ASAP1-stimulated Arf1 GTP hydrolysis; inhibition, % at 16.5 µM; GDP FP detection; hit rate 0.19% among 360,000; AID 624377; in the data active = inhibition above about 25%;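 note: 0% = vehicle with enzyme and substrate and 100% = no enzyme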
Target sequence (Q9ULH1 325-724 limits assumed): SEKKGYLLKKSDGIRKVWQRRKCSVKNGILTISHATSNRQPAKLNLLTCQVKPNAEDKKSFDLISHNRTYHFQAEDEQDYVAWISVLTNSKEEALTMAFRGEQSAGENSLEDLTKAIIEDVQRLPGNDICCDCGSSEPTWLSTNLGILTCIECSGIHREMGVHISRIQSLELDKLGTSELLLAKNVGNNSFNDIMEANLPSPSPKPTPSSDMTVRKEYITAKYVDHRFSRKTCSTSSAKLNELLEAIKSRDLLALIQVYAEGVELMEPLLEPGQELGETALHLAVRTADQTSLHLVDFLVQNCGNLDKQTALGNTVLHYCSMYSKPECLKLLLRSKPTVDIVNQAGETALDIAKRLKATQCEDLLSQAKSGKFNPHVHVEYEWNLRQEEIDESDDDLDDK
TDP2 absorb = blocks human TDP2 phosphodiesterase activity; hit rate 0.34% among 370,000; AID 720702; recombinant TDP2, T5PNP hydrolysis, p-nitrophenol absorbance 415 nm; inhibition, % at 12.8 µM;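 active = inhibition above the mean of all tested compounds plus 3 SD, set per campaign, cut at about 25% in these data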;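 note: 0% = DMSO with enzyme and 100% = buffer with substrate but no TDP2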
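Incubation: 2 h at 37 °C; Test system: recombinant human TDP2; Quantity: enzyme 120 nM; Read-out basis: percent inhibition; Medium: 50 mM Tris-HCl pH 7.5 with Mg2+, KCl, DTT, BSA; Repeats: single replicate; Compound: 12.8 µM single point, 1% DMSO; Signal: epi absorbance; Reagent: 5 mM T5PNP chromogenic substrate; Benchmarks: no-enzyme high, DMSO-plus-enzyme low.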
DDE Tn6 FP inh = inhibitors of Tn6 peptide binding to human fibrin DD(E); P02675; Fibrin DD(E) TRITC-Tn6 fluorescence polarization displacement; inhibition, % at 8.3 µM; hit rate 0.21% among 370,000; AID 720509;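 active = inhibition above a per-campaign cutoff: mean of compounds within control limits plus 3 SD, cut at about 15% in these data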;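 note: 0% = median of all compound wells on the plate and 100% = blocking peptide control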
Target sequence (P02675 whole entry, looked up): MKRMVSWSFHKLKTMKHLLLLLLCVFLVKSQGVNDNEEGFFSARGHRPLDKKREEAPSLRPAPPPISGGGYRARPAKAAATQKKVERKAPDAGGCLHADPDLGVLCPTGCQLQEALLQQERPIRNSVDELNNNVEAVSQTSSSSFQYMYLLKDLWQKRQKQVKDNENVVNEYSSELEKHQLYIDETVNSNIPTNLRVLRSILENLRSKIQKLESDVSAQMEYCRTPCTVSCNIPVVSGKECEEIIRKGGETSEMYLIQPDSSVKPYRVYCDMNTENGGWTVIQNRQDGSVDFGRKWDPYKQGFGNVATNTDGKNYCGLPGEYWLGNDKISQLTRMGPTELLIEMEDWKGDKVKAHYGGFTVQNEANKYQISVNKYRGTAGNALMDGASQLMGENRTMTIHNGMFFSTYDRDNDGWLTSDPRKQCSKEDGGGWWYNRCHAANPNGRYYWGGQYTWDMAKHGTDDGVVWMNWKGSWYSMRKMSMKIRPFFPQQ
DDE Tn7 FP inh = inhibitors of Tn7 peptide binding to human fibrin DD(E). P02675. FP displacement of FITC-Tn7 peptide from fibrin DD(E); 0% = median of compound wells per plate. inhibition, % at 8.3 µM. hit rate 0.13% among 370,000. AID 720508;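 active = inhibition above the mean of compounds falling within the control limits plus 3 SD of them, cut at about 14% in these data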;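 note: 0% = plate median of compound wells and 100% = 10 µM Aha-Tn7 peptide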
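Assay system: human fibrin DD(E) protein / Input: 2 µM fibrin DD(E) / Benchmarks: high control of 10 µM Aha-Tn7 peptide / Measured by: fluorescence polarization of the labelled Tn7 tracer / Medium: Tris buffer with calcium and detergent, pH 7.8 / Timing: 10 min compound pre-incubation, 3 h probe incubation at room temperature / Repeats: one replicate per compound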
ADAM10 inh = inhibits human ADAM10 | O14672 | hit rate 0.62% among 370,000 | inhibition, % at 7 µM | recombinant ADAM10, EDANS/DABCYL FRET peptide cleavage, 3 h;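 active = inhibition above a per-campaign cutoff equal to the mean of compounds falling between control-based bounds plus 3 SD, cut at about 20% in these data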;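 note: 0% = DMSO wells while the 100% control is not disclosed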
* = called active by the depositor; . = no result given.

SMILES | PLCg1 inh | proKLK7 act | ARFGAP1 inhibitor | ADAM17 inh | LEDGF integ inh | ASAP1 GAP inh | TDP2 absorb | DDE Tn6 FP inh | DDE Tn7 FP inh | ADAM10 inh
CCOC(=O)[C@H]1[C@H]2COc3ccc(C)cc3[C@@H]2N2C(=O)c3ccc(C)cc3NC(=O)[C@@]12C | -1 | 0.7 | -1 | -3 | 0 | 11 | 4 | 0 | -2 | 1
CC(C)(C)NS(=O)(=O)c1ccc(C(=O)Nc2ccc3c(c2)OCO3)cc1 | 0 | 1.5 | 12 | -1 | 2 | -5 | -9 | 6 | -8 | 4
CCN(CC)S(=O)(=O)c1cccc(C(=O)OCc2cc(=O)n3nc(C)sc3n2)c1 | -1 | 0.0 | 0 | -1 | 0 | 6 | 4 | -6 | -10 | -12
CCOC(=O)C1CCCCN1C(=O)CCn1nnnc1CN1CCOCC1 (stereo not drawn) | 2 | 0.1 | -8 | -4 | 2 | -7 | -6 | 2 | -3 | 2
O=C(Nc1ccccc1)N1CCN(Cc2ccccc2)CC1 | 1 | -0.6 | 4 | 0 | -1 | 7 | 7 | 0 | 2 | 6
CC(C)(C)c1nnc2sc(SCC(=O)N3CCCc4ccccc43)nn2c1=O | 5 | -0.3 | -2 | 2 | 1 | 6 | 4 | -5 | -4 | 1
Cc1cc2c(s1)c1cnn(CC(=O)NCCc3ccccc3)c(=O)c1n2C | 2 | 0.2 | -12 | -1 | 0 | 0 | 8 | 4 | -7 | -1
COc1ccc(NC(=O)c2cc(F)c(F)cc2Cl)cc1Cl | 6 | -0.1 | -14 | 1 | 7 | 2 | -18 | -3 | -3 | 8
Cc1ccc(OCC(=O)N/N=C/c2ccc3c(c2)OCO3)cc1C | 1 | 0.2 | 5 | -2 | 2 | 1 | 6 | -7 | 0 | -4
CC(C)CCNC(=O)c1ccc(CSCc2cccc(F)c2)o1 | -4 | -0.7 | 0 | -4 | 2 | 5 | -2 | 7 | 2 | 8
CCN(CC)CCNC(=O)c1ccc(Cl)c(S(=O)(=O)N2CCCCCC2)c1 | -2 | -0.2 | -2 | -3 | 0 | -5 | 0 | -1 | 7 | 0
COCCCNC(=O)c1cn(Cc2c(F)cccc2Cl)nn1 | 0 | 0.2 | -8 | -4 | -1 | -4 | 7 | 7 | 6 | 1
Cc1cnc(C(=O)OCC(=O)NC2CCCCC2)cn1 | -2 | 0.9 | 1 | -5 | -1 | -5 | 1 | 4 | -4 | -9
COC(=O)[C@]12C[C@H](CC(=O)N3CCCCC3)C(=O)N(Cc3cccc4ccccc34)C1=C[C@H](C(C)(C)C)O[C@@H]2C | -1 | 0.2 | . | 4 | -1 | . | -11 | -6 | 3 | 7
COC(=O)C[C@@H]1CC[C@H]2[C@@H](COc3ccc(NC(=O)Nc4ccc(C)cc4)cc3C(=O)N2C)O1 | 6 | 0.2 | . | -1 | 1 | . | 2 | -3 | -4 | 3

Copied from the list.
CCN(CC)S(=O)(=O)c1cccc(C(=O)OCc2cc(=O)n3nc(C)sc3n2)c1 in DDE Tn7 FP inh is entered as -10
CCN(CC)CCNC(=O)c1ccc(Cl)c(S(=O)(=O)N2CCCCCC2)c1 in ADAM10 inh is entered as 0

(continued)
SMILES | PLCg1 inh | proKLK7 act | ARFGAP1 inhibitor | ADAM17 inh | LEDGF integ inh | ASAP1 GAP inh | TDP2 absorb | DDE Tn6 FP inh | DDE Tn7 FP inh | ADAM10 inh
CCN1C(=O)[C@@H]2[C@H](C1=O)[C@@H]1C(=O)Nc3ccccc3C(=O)N1[C@@H]2c1ccc(OC)cc1 | -7 | 1.2 | 0 | -9 | 0 | -18 | 8 | 3 | 4 | -14
Cc1ccc(N2CC(C(=O)NCC3CCCO3)CC2=O)cc1Cl (stereo not drawn) | -1 | 0.6 | -6 | -5 | -1 | 22 | 9 | 4 | -4 | -2
CC[C@@H](CCC(=O)N(c1ccccc1)c1ccccc1)c1ccc(C)cc1 | 0 | 0.0 | . | 5 | -3 | . | 3 | 5 | 7 | 2
COc1ccc(S(=O)(=O)N2CCc3ccccc32)cc1C(=O)NCCc1ccccn1 | -3 | -0.5 | -2 | -2 | -3 | -5 | 8 | -1 | 0 | 1
COc1ccc(/C=C(\C#N)c2c[nH]c3ccccc23)cc1 | -112 | -0.8 | 10 | -11 | 2 | -5 | 5 | 3 | -2 | -18
CCOc1cc(/C=C(\C#N)C(=O)NCC2CCCO2)ccc1OCC(N)=O (stereo not drawn) | -1 | -0.6 | -6 | -7 | 0 | -7 | 11 | -2 | 3 | -8
Cc1ccc(S(=O)(=O)NC(CC(=O)O)c2ccccc2)cc1 (stereo not drawn) | 0 | 0.1 | 1 | 1 | -2 | 17 | -15 | 8 | -3 | -7
CCC(=O)N1CC2(c3ccccc3)CN(C(=O)CC)CC(c3ccccc3)(C1)C2=O | 6 | 0.4 | 3 | -9 | -5 | 11 | -13 | -7 | 2 | 1
CCOC(=O)N1CCC(NC(=O)CCc2ccccc2)CC1 | 0 | 0.0 | 9 | -4 | -2 | -5 | 10 | -12 | -4 | 0
CC1CCN(C(=O)CSCC(=O)Nc2nc(-c3cccs3)cs2)CC1 | -24 | 1.8 | -6 | 0 | -3 | 4 | -3 | 5 | -4 | -14
On1c(-c2ccco2)nc2c1CCc1nonc1-2 | -19 | 1.7 | 8 | 1 | 0 | 4 | -9 | -2 | -4 | 4
CCN(Cc1nc2ccccc2c(=O)[nH]1)C(=O)c1cccc(OCc2c(C)noc2C)c1 | 1 | -0.2 | 7 | -4 | -4 | 3 | -15 | 3 | -1 | -3
COc1ccc(C(=O)NCCc2ccc(Cl)cc2)cc1S(=O)(=O)N1CCCCC1C (stereo not drawn) | -7 | 0.7 | 0 | 4 | 0 | 0 | -12 | 2 | 3 | 3
Cc1ccc(C2N(c3ccc(F)cc3)C(=O)C3CCCN32)cc1 (stereo not drawn) | 0 | 0.4 | 3 | -1 | 4 | 2 | 6 | 5 | -1 | -5
O=S(=O)(Nc1ccc(-n2cnnn2)cc1)c1cccc(F)c1 | -2 | 0.1 | -15 | -5 | -6 | -1 | -4 | 2 | 0 | -11
CCN(CC)S(=O)(=O)N1CCC(C(=O)NCc2ccco2)CC1 | -2 | -0.3 | -1 | 0 | -6 | 1 | 8 | -5 | 0 | -5
CC(C)=NNc1nc(-c2ccc(N3C(=O)CCC3=O)cc2)cs1 | -25 | -0.3 | 6 | -3 | -4 | -2 | -5 | -9 | 0 | -12
Nc1nnc(SCC(=O)NC23CC4CC(CC(C4)C2)C3)s1 | 1 | -0.5 | 10 | -4 | 0 | 1 | 1 | 5 | 8 | -9
CC(=O)C1=CCC(c2ccccc2)N(S(=O)(=O)c2cccc(C)c2)C1 (stereo not drawn) | 0 | -0.8 | 4 | -1 | 2 | -4 | 4 | 3 | 3 | 2
CCOc1ccc(NC(=S)N2CCN(S(=O)(=O)c3ccc(C)cc3)CC2)cc1 | -4 | -0.1 | 4 | 4 | 0 | 9 | -8 | 7 | -1 | -6
CC(C)N=C(NC#N)SCc1ccccc1 | 0 | 0.1 | 16 | -1 | 2 | -9 | 6 | 10 | 10 | 4
COc1ccc(NC(=O)c2cccc(Cn3cc(Br)c([N+](=O)[O-])n3)c2)c(C)c1 | 0 | -0.1 | 8 | -2 | -1 | 10 | 6 | 2 | 11 | 11
Cc1nn(-c2ccccc2)c(C)c1C=NNC(=O)CSc1nc2ccccc2n1C | 0 | -0.5 | . | 4 | 1 | . | -9 | -7 | 4 | -4
O=C(NCc1cccs1)C1CCC(CNS(=O)(=O)c2cccc3nsnc23)CC1 (stereo not drawn) | 1 | -0.3 | -15 | 1 | -4 | -11 | -9 | 4 | 1 | -2
Cc1c(C(=O)NC(=S)NCc2cccnc2)cccc1[N+](=O)[O-] | 2 | -0.1 | -4 | 3 | 1 | 10 | 13 | -4 | 1 | -2
CCc1nc(SCc2nc3ccccc3[nH]2)c2oc3ccccc3c2n1 | -12 | -0.8 | 4 | -4 | -4 | -2 | -12 | 2 | 0 | -15
COc1cc(C(=O)N2CCN(CCCc3ccccc3)CC2)cc(OC)c1OC | 2 | 0.5 | 6 | -1 | -6 | 0 | -11 | 5 | 2 | -10
C=CCc1cccc(C=Nc2ccc(Br)cc2)c1O | 0 | -0.7 | 4 | -4 | -2 | 0 | 12 | -2 | 1 | -4
CCOC(=O)c1c(NC(=O)COC(=O)/C=C/c2ccccc2)sc(C(=O)NC)c1C | 5 | -0.4 | -5 | -3 | -9 | 5 | -3 | 7 | 7 | -13
N#Cc1c(Sc2ncc(C(F)(F)F)cc2Cl)nsc1C/C=N\OCc1c(F)cccc1Cl | -5 | 0.2 | -1 | -2 | 0 | 8 | 9 | 3 | 9 | -1
CCn1c(SCC(=O)Nc2nnc(C)s2)nnc1-c1ccco1 | 1 | 0.5 | -4 | -2 | 3 | 14 | -7 | 8 | 1 | -5
COc1ccc(N(CC(=O)Nc2ccccc2F)S(=O)(=O)c2ccc(C)c([N+](=O)[O-])c2)cc1 | 0 | -0.1 | -1 | 6 | 2 | -6 | 6 | 1 | 2 | 14
Cc1c(C(=O)O)cccc1-n1c(C)cc(/C=N/NC(=O)c2cc3ccccc3o2)c1C | -159 | -0.7 | 10 | -4 | -1 | -3 | -13 | 8 | 6 | -3
COc1ccc(C(=O)Nc2sc(C)c(-c3ccccc3)c2C#N)cc1OC | -49 | -2.4 | 0 | -4 | -1 | 16 | 7 | 3 | -5 | -2
COC(=O)Cc1c(C)c2ccc(OCC(=O)NCc3ccc4c(c3)OCO4)cc2oc1=O | -4 | -0.9 | -9 | -7 | -3 | -7 | 8 | -1 | -1 | -14
CC(C)(C)OC(=O)CC[C@@H](C(=O)N1CCN(C(=O)OC(C)(C)C)CC1)n1cc(C(Cc2ccc(O)cc2)NC(=O)OC(C)(C)C)nn1 (stereo partly drawn) | 1 | 0.4 | 2 | 0 | -1 | -7 | 5 | 2 | -1 | 7
CC(C)(C)c1ccc(/C=C/C(=O)N2CCN(c3ncccn3)CC2)cc1 | -2 | -0.1 | 3 | 2 | 1 | -14 | 9 | 1 | 1 | 3
COc1ccc(NC(=O)c2ccco2)cc1NC(=O)c1cc2ccccc2o1 | -29 | -35 | 12 | -80 | 2 | -1 | 0 | 0 | -1 | -388
CN(CCO)c1nc2c(c(=O)n(Cc3ccc(Cl)cc3)c(=O)n2C)n1C | 1 | -0.5 | 14 | 0 | 1 | -1 | -10 | -4 | -2 | 2
